AT treatment – potential ataxia-telangiectasia treatments restoring KAP-1 phosphorylation; 320,000 compounds, 0.19% hits; […] A-T fibroblasts, KAP-1 phosphorylation AlphaLISA; neocarzinostatin DNA damage 30 min before lysis; Potency, µM (series often up to 57.5 µM), without a hit: at the top dose activation, most hits filed as activators; AID 485349; also: potency is read from the fitted curve at half-maximal effect; % of control where 0% means no effect; nearly all actives have a fitted effect of over 45% in size
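hTERT-immortalized A-T patient fibroblasts ([…]), 500 cells/well in OPTI-MEM, 1% FBS, got compounds for 60 min, then NCS for 30 min at 37C. Lysates were then assayed for phospho-KAP-1 by AlphaLISA (anti-pKAP1 donor, anti-KAP1 acceptor beads), 6 hr at 25C.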
hERG WT inh – KCNH2 (human, wildtype) channel inhibition; AID 720551; Q12809; 340,000 compounds, 0.37% hits; U2OS, BacMam KCNH2, thallium flux FluxOr; active compounds read low; activity change, % at 1.84 µM;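 active = maximum activity change below -70%; inconclusive = maximum activity change between -70% and -50%; inactive = maximum activity change above -50%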; also: % is scaled to controls: 0 for no effect and ±100 for the full control effect
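U2OS cells were transduced with wild-type KCNH2 virus (2.03 x 10^8 / mL) for 4 h at room temperature, then cultured overnight at 37 C. Thallium flux was read with FluxOr dye. Rate constants were normalized to DMSO controls.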
TRPV1 agonist – agonists of human vanilloid receptor 1 (TRPV1); 320,000 compounds, 0.19% hits; Q8NER1; TRPV1-expressing cells, Fluo-8 calcium influx, agonist mode; activation, % at 8.33 µM; in the data active = activation above about 80%; inconclusive = between about 30% and that limit; also: 0% is about no effect
Target sequence (Q8NER1 whole entry, looked up): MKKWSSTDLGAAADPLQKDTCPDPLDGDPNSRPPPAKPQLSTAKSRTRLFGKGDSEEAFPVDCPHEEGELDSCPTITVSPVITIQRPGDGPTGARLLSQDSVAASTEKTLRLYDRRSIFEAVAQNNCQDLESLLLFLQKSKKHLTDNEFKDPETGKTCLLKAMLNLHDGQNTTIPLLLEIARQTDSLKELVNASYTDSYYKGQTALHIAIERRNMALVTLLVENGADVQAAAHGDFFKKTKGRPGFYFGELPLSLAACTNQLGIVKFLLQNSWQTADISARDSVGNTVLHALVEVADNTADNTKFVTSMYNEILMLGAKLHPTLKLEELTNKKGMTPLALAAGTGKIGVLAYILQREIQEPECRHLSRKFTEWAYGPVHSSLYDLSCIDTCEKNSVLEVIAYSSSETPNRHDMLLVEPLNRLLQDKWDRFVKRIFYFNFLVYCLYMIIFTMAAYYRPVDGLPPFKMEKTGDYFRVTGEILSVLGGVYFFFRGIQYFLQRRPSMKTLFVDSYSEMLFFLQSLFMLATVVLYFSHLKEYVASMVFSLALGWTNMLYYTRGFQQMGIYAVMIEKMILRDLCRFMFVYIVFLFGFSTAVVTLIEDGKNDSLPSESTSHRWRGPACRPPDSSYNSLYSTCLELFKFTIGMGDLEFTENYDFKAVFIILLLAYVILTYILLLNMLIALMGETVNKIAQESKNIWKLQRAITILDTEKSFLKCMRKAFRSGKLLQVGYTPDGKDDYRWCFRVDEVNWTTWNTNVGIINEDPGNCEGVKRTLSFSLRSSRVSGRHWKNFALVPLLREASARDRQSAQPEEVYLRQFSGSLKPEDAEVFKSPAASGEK
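Fluo-8 calcium influx in TRPV1-expressing cells, kinetic read (ex 480/em 520 nm). Compound added and read 3 min for agonist activity, followed by capsaicin at EC20 final and 2 min further read for enhancement.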
Eya2 inh – Eya2 (human) phosphatase inhibition. O00167. recombinant Eya2, OMFP fluorescence dephosphorylation (OMFP is methylfluorescein phosphate). Potency, µM (highest dose often 76.9 µM), for inactives: at the top dose activity, negative = inhibition, actives largely listed as inhibitors. 330,000 compounds, 0.006% hits. AID 488837; also: potency is read from the fitted curve at half-maximal effect; % is scaled to controls: 0 for no effect and ±100 for the full control effect
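Eya2 protein (added as 0.2 uM solution) was preincubated with compound for 10 min at ambient temperature in 50 mM HEPES pH 7.5, 50 mM NaCl, 5 uM MgCl2, 0.05% BSA, 1 mM DTT. OMFP (added at 50 uM) then reacted 10 min; fluorescence read at 485/525 nm.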
Mito fusion act – blocks mitochondrial division or promotes mitochondrial fusion | 320,000 compounds, 0.23% hits | S. cerevisiae fusion-defective mutant growth rescue, CellTiterGlo 48 h | Potency, µM (highest dose often 46.1 µM), for the others: top-dose growth rescue (activation), usual class: activators | AID 485298;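 also: potency is read from the fitted curve at half-maximal effect; % of control where 0% means no effect; nearly all actives have a fitted effect of over 45% in size; temperature-sensitive fusion mutants such as fzo1-1 at 37 °C on non-fermentable ethanol glycerol medium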
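S. cerevisiae fusion-defective temperature-sensitive mutants (e.g. fzo1-1, mgm1-5) grown 48 h at 37C in YPEG (ethanol/glycerol non-fermentable) medium with 23 nl compound per well; growth rescue read as CellTiterGlo luminescence.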
TCR act – activates T cell receptor signaling | primary human leukocytes, anti-CD3, IL-2 HTRF, 48 h | Potency, µM (doses to about 9.22 µM), without a hit: at the top dose activation of IL-2 secretion, usual class: activators | 330,000 tested, under 10 active; also: % of control where 0% means no effect
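1) Mix primary human leukocytes, a-CD3 beads and compound. 2) Incubate 48 hr. 3) Add HTRF IL-2 reagents (a-IL-2-K, a-IL-2-d2).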
TSHR antag – blocks TSH signaling through the human TSH receptor; TSHR-expressing cells, TSH-stimulated cAMP HTRF, 2 h; active compounds read low; 330,000 compounds, 0.2% hits; activity change, negative = inhibition, % at 11.5 µM; AID 504810;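 active = activity change below a set negative limit, meaning inhibition stronger than a set level, cut at about -70% in these data; inconclusive = activity change between two set negative limits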; also: % is scaled to controls: 0 for no effect and ±100 for the full control effect
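TSHR-expressing cells, 200/well, pre-treated with compound, then stimulated with EC80 TSH (4nM final) for 2 hours at 37 deg C. cAMP measured by competitive HTRF: anti-cAMP cryptate antibody in lysis buffer plus cAMP-d2, read after 30 minutes at room temperature.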
ELG1 repair inh – inhibitors of ELG1-dependent DNA repair in HEK293T cells; HEK293T ELG1-luciferase reporter, luminescence, 16 h; DNA damage induced by 5-fluorouridine; 330,000 compounds, 2.3% hits; Potency, µM (titrated, usually from 46.1 µM), for inactives: top-dose activity change, negative = inhibition, hits mostly inhibitors; also: potency is read from the fitted curve at half-maximal effect; % is scaled to controls: 0 for no effect and ±100 for the full control effect; nearly all actives have a fitted effect of over 55% in size
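Reporter activity after DNA damage by 5-fluorouridine is monitored. Compound-treated cells incubate 16 hr at 37 °C, then ONE-Glo is added for 30 min before luminescence reading.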
KCNH2 3.1 block – blocks the human KCNH2 3.1 channel isoform. U2OS KCNH2 3.1, thallium flux FluxOr; active compounds read low. activity change, % (tested at about 1.8 µM). 340,000 compounds, 0.95% hits. AID 720553;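 active = maximum activity change below -70%; inconclusive = maximum activity change from -70% to -50%; inactive = maximum activity change above -50%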;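 also: thallium influx rate constant from kinetic fluorescence after stimulation buffer; % is scaled to controls: 0 for no effect and ±100 for the full control effect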
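Measured as rate of thallium-driven FluxOr signal in transduced U2OS cells carrying the 3.1 channel, read kinetically for 2 min upon stimulation; values are rate constants scaled to DMSO control wells.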
USP2a block – USP2a (human) protease inhibition | Potency, µM (doses to about 38.3 µM), inactives show at the highest dose activity change, negative = inhibition, usual class: inhibitors | USP2 core, Ub-CHOP2 coupled fluorogenic reporter, 485/531 | 330,000 compounds, 0.01% hits | O75604 | AID 463254;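 also: potency is read from the fitted curve at half-maximal effect; plate controls were DMSO wells for no effect and full inhibition by NEM control for full effect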
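Cell-free coupled assay: 10nM USP2 core preincubated 30min RT with compound in Tris-HCl pH 8.0/CaCl2/CHAPS buffer, then 25nM Ub-CHOP2 and 25nM reporter substrate; fluorescence (Ex 485/Em 531) read after 60min RT, normalized to NEM inhibition, concentration-response curves fitted.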
Numbers without * were called inactive; ? = inconclusive; / = no result given; [ ] = another dose, or the depositor's remark. Unless noted, calls follow the shape of the dose curve; as a rule, active = well fitted curve in the direction sought with a large enough effect; inconclusive = small, poorly fitted or top-dose-only effect, or another doubt; inactive = no such curve, though single readings can be large; an effect the other way counts as inactive or inconclusive.

cpd | Molecule | AT treatment | hERG WT inh | TRPV1 agonist | Eya2 inh | Mito fusion act
1 | Cc1ccc(-c2c(C(=O)N(C)Cc3ccccc3)oc(=O)c3ccccc23)cc1 | 22% | -3 | -5 | -4% | 16µM*
2 | C=CCn1c(SCC(=O)NC2(C#N)CCCCC2)nnc1-c1ccncc1 | 0% | -1 | 3 | 21% | -8%
3 | O=C(CSCc1ccccc1)N1CCN(S(=O)(=O)c2ccc(F)cc2)CC1 | 14% | -12 | ? | -5% | 4%
4 | CC(C)(C)C(=O)NC1(C(F)(F)F)C(=O)Nc2c1c(=O)[nH]c(=O)n2Cc1ccco1 (stereo not drawn) | 13% | -5 | 0 | -6% | 4%
5 | Clc1cccc(Nc2c3c(nc4ncnn24)CCC3)c1 | / | -1 | -2 | -7% | 8%
6 | COCCN(C(=O)COC(=O)/C=C/c1cccs1)c1c(N)n(Cc2ccccc2)c(=O)[nH]c1=O | -3% | 4 | 0 | 29% | -5%
7 | O=C(CN1CCN(c2ccccn2)CC1)Nc1ccc2ccccc2c1 | 3% | -8 | ? | 24% | 0%
8 | Cc1ccc(S(=O)(=O)c2cc3ccccc3oc2=O)cc1 | 4% | -12 | 23 | 2% | 10%
9 | O=C(c1cc(-c2ccccc2Cl)nc2ccccc12)N1CCOCC1 | -7% | -2 | ? | -17% | 6%
10 | Cc1cccc(NS(=O)(=O)c2cccc(C(=O)N3CCCC(C(F)(F)F)C3)c2)c1 (stereo not drawn) | 2% | -4 | 2 | 0% | 9%
11 | Cc1nn(-c2ccccc2)nc1C(=O)OCC(=O)N1CCC(C)CC1 | 11% | 7 | ? | ? | 6%
12 | Cc1ccc(C(=O)N/C(=C\c2cn(C)c3ccccc23)C(=O)N2CCOCC2)cc1 | 8% | -6 | -4 | 3% | 9%

cpd | TCR act | TSHR antag | ELG1 repair inh | KCNH2 3.1 block | USP2a block
1 | 1%[46.1 µM] | 21 | ? | -4 | -11%
2 | 3% | 9 | 21% | 7 | 1%
3 | 2% | 5 | -7% | -3 | -1%
4 | 4% | 2 | -3% | 3 | 0%
5 | / | 5 | ? | 3 | 1%
6 | -1% | 6 | -2% | 2 | 1%
7 | 3% | -7 | ? | 7 | 2%
8 | -3% | 7 | -1% | -1 | 1%
9 | 8% | -2 | -3% | -10 | -2%
10 | -59% | 5 | -3% | 18 | -1%
11 | -4% | -10 | ? | -4 | 2%
12 | 4% | 7 | 0% | 7 | -1%

Continuation:
cpd | Molecule | AT treatment | hERG WT inh | TRPV1 agonist | Eya2 inh | Mito fusion act
13 | CCN(C(=O)c1ccc(=O)n(C)n1)c1c(N)n(Cc2ccccc2)c(=O)[nH]c1=O | 9% | -1 | / | -6% | /
14 | COc1ccc(N2CC(C(=O)N3CCN(c4ccccc4OC)CC3)CC2=O)cc1 (stereo not drawn) | 5% | 7 | 1 | -23% | 4%
15 | CCCS(=O)(=O)N1CCCC(C(=O)NCC2CCCO2)C1 (stereo not drawn) | 1% | -6 | 2 | -24% | -1%
16 | COC(=O)c1nc(-c2ccccc2)n[nH]1 | 2% | -5 | -3 | -5% | 1%
17 | CCc1nnc(SCc2cn3c(C)cc(C)nc3n2)n1N | -4% | 0 | 6 | -10% | -4%
18 | COc1ccc(OC)c(S(=O)(=O)N2CCCC(C(=O)N3CCOCC3)C2)c1 (stereo not drawn) | 10% | 4 | 6 | 9% | 1%
19 | COc1ccc(CCN(C(=O)c2ccccc2)C2=CC3CCC(C2)N3C)cc1OC (stereo not drawn) | / | / | 3 | -10% | -2%
20 | COc1ccccc1NC(=O)C1=C(C)Nc2nnnn2C1c1ccccn1 (stereo not drawn) | -2% | 3 | -2 | 7% | -6%
21 | COc1ccc(OC)c(CNc2ccc3c(c2)nc(C)n3C)c1 | 4% | 17 | 0 | 3% | -2%
22 | O=C(Nc1ccc(Cl)cn1)c1cccc(OCc2ccccc2)c1 | 6% | 3 | 12 | 0% | 3%
23 | O=S(=O)(Nc1nc2ccccc2nc1NCc1ccco1)c1ccc(Cl)cc1 | -2% | / | 0 | -15% | 25%
24 | O=S(=O)(c1ccc(Cl)cc1)N1CCN(c2ccccn2)CC1 | 2% | -2 | 28 | 1% | 0%

cpd | TCR act | TSHR antag | ELG1 repair inh | KCNH2 3.1 block | USP2a block
13 | 1% | -3 | 12% | -92* | 1%
14 | -3% | -4 | -10% | 17 | 3%
15 | 2% | -5 | 15% | 11 | 2%
16 | -3% | -5 | 2% | -18 | 7%
17 | 0% | 14 | 5% | 8 | 1%
18 | 3% | -7 | 5% | 13 | -1%
19 | / | 10 | -2% | / | -6%
20 | 3% | 10 | -18% | 10 | 0%
21 | / | -1 | 23% | -10 | 0%
22 | 4% | -1 | 6% | -15 | 1%
23 | 0% | -16 | 0% | 0 | 4%
24 | / | -6 | 2% | -3 | 4%

(list continues)
cpd | Molecule | AT treatment | hERG WT inh | TRPV1 agonist | Eya2 inh | Mito fusion act
25 | O=C(N/N=C/c1ccc2c(c1)OCO2)c1cccnc1 | 18% | -2 | 0 | -8% | -2%
26 | COc1cc(C(c2c(O)nc(SC)[nH]c2=O)c2c(O)nc(SC)[nH]c2=O)cc(OC)c1OC | -1% | -3 | -2 | 5% | 6%
27 | Cc1ccc(S(=O)(=O)N2CCN(C(=O)c3cccs3)CC2)c(C)c1 | 2% | 1 | 4 | -6% | -2%
28 | CC(=O)N1N=C(c2ccncc2)OC12CCCC2 | 0% | 12 | -1 | 4% | -1%
29 | CCOC(=O)CN1N=C(/C=C/c2ccc(C(C)C)cc2)CCC1=O | 3% | 3 | 7 | ? | -1%
30 | Cc1ccc(C(=O)N/C(=C\c2ccco2)C(=O)NCCCN2CCOCC2)cc1C | 6% | 3 | -4 | 11% | 0%
31 | CCc1nc2ccc(C(=O)N(C)CC(=O)Nc3ccccc3C(F)(F)F)cc2nc1CC | -5% | -1 | / | -9% | /
32 | O=C(CC(Cc1ccccc1)C(=O)O)Nc1cccc(C(F)(F)F)c1 (stereo not drawn) | -9% | 3 | 3 | 0% | -4%
33 | Cc1noc(C)c1S(=O)(=O)N1CCC(C(=O)NCCc2ccc(S(N)(=O)=O)cc2)CC1 | 2% | -1 | ? | 13% | -2%
34 | Cc1cccc(N2CCN(CC(O)COc3ccccc3Cl)CC2)c1 (stereo not drawn) | 14% | 26 | 0 | -9% | ?
35 | C=CCOc1ccc(C2C3=C(CCCC3=O)N(CC(=O)O)C3=C2C(=O)CCC3)cc1OCC | -1% | 13 | -4 | 13% | 0%
36 | COc1ccc(-n2nc(C(=O)NCC3CCCO3)c3ccccc3c2=O)cc1 (stereo not drawn) | -8% | -5 | 1 | -5% | 14%

cpd | TCR act | TSHR antag | ELG1 repair inh | KCNH2 3.1 block | USP2a block
25 | 6% | 58 | ? | 13 | 1%
26 | -3% | 7 | 9% | -36 | 1%
27 | 7% | -1 | ? | 6 | 3%
28 | 4% | 0 | 1% | 0 | 0%
29 | -1% | -6 | ? | -17 | 0%
30 | -1% | 2 | 6% | -6 | 0%
31 | -7% | -9 | -2% | 2 | 0%
32 | -4% | 0 | 3% | 2 | 4%
33 | 2% | 17 | 4% | 7 | 3%
34 | -8% | -27 | -8% | 7 | -9%
35 | -5% | -4 | 4% | 12 | -1%
36 | 2% | 9 | 4% | -10 | 1%

Additional compounds follow.
cpd | Molecule | AT treatment | hERG WT inh | TRPV1 agonist | Eya2 inh | Mito fusion act
37 | COc1cc2c(cc1OC)-c1cc(Nc3ccc4c(c3)OCCO4)nc(=O)n1CC2 | -3% | -2 | 9 | 6% | 2%
38 | Cc1cc(C)n2nc(C(=O)N3CCN(Cc4ccc5c(c4)OCO5)CC3)nc2n1 | 0% | -1 | 2 | 3% | -8%
39 | COc1ccc(NC(=O)CN2CCOCC2)cc1S(=O)(=O)N1CCCCC1 | -1% | 3 | -2 | 22% | 1%
40 | CCc1ccccc1NC(=O)CSc1nnc([C@@H](N)Cc2ccccc2)o1 | 0% | 6 | 3 | -10% | 0%
41 | CC1CCC/C(=N\NC(=O)COc2ccc(Cl)cc2Cl)C1 (stereo not drawn) | -1% | 5 | / | -13% | -5%
42 | CN1CCN(c2ccc(NC(=O)C(C)(c3ccccc3)c3ccccc3)cc2)CC1 | -10% | 2 | 1 | 1% | -17%
43 | CCCn1c(N)c(N(CCOC)C(=O)CSc2ccccc2)c(=O)[nH]c1=O | 4% | 0 | 0 | 2% | -3%

cpd | TCR act | TSHR antag | ELG1 repair inh | KCNH2 3.1 block | USP2a block
37 | 7% | 16 | ? | -4 | -1%
38 | -43% | 22 | -5% | 2 | 1%
39 | -1% | -4 | 4% | -19 | 1%
40 | 0% | 8 | 2% | -10 | 1%
41 | -4% | 56 | -4% | 3 | 2%
42 | -2% | -3 | 0% | -5 | 1%
43 | 3% | -5 | ? | -2 | 9%

High-throughput results from PubChem BioAssay.

Not all compounds are listed (hit frequency here may not be typical).
